ABHD5-PLIN5 inh – ABHD5-PLIN5 interaction inhibitors, primary screen, cell lysate, split luciferase complementation, luminescence; Perilipin-5 (Homo sapiens) + 1-acylglycerol-3-phosphate O-acyltransferase ABHD5 (Homo …; Split G. princeps luciferase complementation, 4 h; inhibition, % at 4 µM; 360,000 tested, 0.78% active; AID 602281, 2012;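 active means inhibition above the mean inhibition across every tested compound plus 3 SD, cut at about 22% in these data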;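 further: 0% = DMSO only wells and the 100% control is not disclosed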
N-glyco inh – increase of ERlucT glycosylation luciferase signal, primary screen, N-linked glycosylation inhibitor project, D54 ERlucT cells, luminescence, set 2. D54 ERlucT glycosylation luciferase reporter, 24 h; percent of 100 nM tunicamycin response. reporter increase, % at 12.5 µM. 360,000 tested, 0.23% active. AID 588692, 2011;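 active means mean luciferase reporter signal, scaled so untreated is 0 and the glycosylation-blocking control 100, at or above a set limit in every replicate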;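 further: luciferase carries N-glycosylation sites so blocking glycosylation raises the light; 0% = median of neutral control wells and 100% = median of 100 nM tunicamycin wells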
H9c2 protect – cardioprotection against H2O2-induced cell death, primary screen, uHTS, H9c2 cells, ATPLite luminescence | H9c2 cardiomyocytes, H2O2 injury protection, 2 h | protection from H2O2 cell death, % at 20 µM | 360,000 tested, 0.63% active | AID 588492, 2011;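 active means compounds giving at least 50% protection of heart cells from peroxide-induced death in the single-dose screen, raw or plate-pattern-corrected value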;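 further: 0% = DMSO wells with peroxide and 100% = DMSO wells without peroxide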
SRC2 inh – inhibition of GAL4-SRC2 driven luciferase reporter, primary screen, SRC2 inhibitor project, cell-based, luminescence | 370,000 tested, 0.17% active | inhibition, % at 9 µM | HEK293 GAL4-SRC2 luciferase reporter;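 active means inhibition above the mean inhibition of all tested compounds plus 3 SD, set per campaign, cut at about 52% in these data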;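 further: 0% = DMSO treated cells and 100% = cells given Gossypol at 36 µM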
TLR9-MyD88 inh – inhibitors of TLR9-MyD88 association in cells, primary screen, cell-based, CHO, BLA complementation, fluorescence. CCF4 FRET ratio. 340,000 tested, 0.21% active. AID 504734, 2011. Toll-like receptor 9 (Homo sapiens) + Myeloid differentiation primary response protein …. inhibition, % at 4.98 µM;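 active means inhibition above the mean over all tested compounds plus 3 SD, cut at about 21% in these data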;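 further: 0% = DMSO only wells and 100% = clavulanate BLA inhibitor control wells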
ABCB6 inh 2 – ABCB6 transporter inhibitors, primary screen, K562-ABCB6 cells, flow cytometry, MLPCN library; K562-ABCB6 porphyrin accumulation, 1 h; active compounds read low; fluorescence ratio to DMSO, % at 10 µM; 360,000 tested, 0.19% active;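 active means fluorescence ratio to DMSO below 75%, the collection mean minus 3 SD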;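 further: signal is porphyrin accumulated inside mitochondria; 100% equals median channel fluorescence of DMSO control wells; lower ratio means ABCB6 inhibition with less porphyrin fluorescence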
MC4R antag cAMP – MC4R antagonists of cAMP signaling, primary screen, cell-based, TR-FRET, antagonist arm of biased-ligand search; MC4R-expressing cells, MTII-stimulated cAMP, LANCE TR-FRET; inhibition, % at 6.5 µM; 360,000 tested, 0.48% active; AID 540295, 2011;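 active means inhibition above its plate's cutoff, the mean of tested wells on that plate plus 3 SD, cut at about 29% in these data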;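 further: 0% = Melanotan II alone and 100% = Melanotan II plus saturating MCL0020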
Target sequence (P32245 whole entry, looked up): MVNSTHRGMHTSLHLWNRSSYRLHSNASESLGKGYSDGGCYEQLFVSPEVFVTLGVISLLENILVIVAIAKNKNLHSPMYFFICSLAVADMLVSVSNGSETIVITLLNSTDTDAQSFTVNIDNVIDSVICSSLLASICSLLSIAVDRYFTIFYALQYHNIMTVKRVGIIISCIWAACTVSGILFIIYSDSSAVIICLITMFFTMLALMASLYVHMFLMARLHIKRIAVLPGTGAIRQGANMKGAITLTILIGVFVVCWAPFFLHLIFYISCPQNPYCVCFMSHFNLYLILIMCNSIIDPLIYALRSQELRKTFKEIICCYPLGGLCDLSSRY
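Material – human MC4R-expressing U2OS cells · Repeats – no replicates · Detection – TR-FRET with Eu-cAMP and labeled anti-cAMP, 671 nm · Times – compound 30 min, challenge 1 h, detection 1 h · Compound – single nominal compound dose of 6.5 µM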
m5-HT2A agonist – mouse Htr2a agonists via beta-arrestin recruitment, primary screen, cell-based, luminescence; CHO-K1 mHTR2A beta-arrestin complementation; percent of 30 µM serotonin response; activation, % at 7.6 µM; 360,000 tested, 0.66% active; AID 624169, 2012;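 active means activation above a run cutoff, the mean activation of all tested compounds plus 3 SD, cut at about 14% in these data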;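 further: 0% = plate median of compound wells and 100% = 30 µM serotonin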
MC4R barr agon – MC4R agonists recruiting beta-arrestin, primary screen, cell-based, luminescence, agonist arm of biased-ligand search | Melanocortin receptor 4 (Homo sapiens), P32245 | U2OS MC4R beta-arrestin complementation; percent of melanotan II response, DMSO zero | activation, % at 8.9 µM | 360,000 tested, 0.98% active;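 active means activation above a per-plate cutoff, the mean activation of sample wells on that plate plus 3 SD, cut at about 8% in these data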
NOD2-RIPK2 inh – NOD2-RIPK2 binding disruptors in cells, primary screen, fluorescence, CHO cells, BLA complementation; CCF4 ratio; Receptor-interacting serine/threonine-protein kinase 2 (Homo sapiens), O43353; inhibition, % at 4.98 µM; 360,000 tested, 0.38% active; in the data active means inhibition above about 21%;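 further: 0% = vehicle only and 100% = reference blocker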
Target sequence (O43353 whole entry, looked up): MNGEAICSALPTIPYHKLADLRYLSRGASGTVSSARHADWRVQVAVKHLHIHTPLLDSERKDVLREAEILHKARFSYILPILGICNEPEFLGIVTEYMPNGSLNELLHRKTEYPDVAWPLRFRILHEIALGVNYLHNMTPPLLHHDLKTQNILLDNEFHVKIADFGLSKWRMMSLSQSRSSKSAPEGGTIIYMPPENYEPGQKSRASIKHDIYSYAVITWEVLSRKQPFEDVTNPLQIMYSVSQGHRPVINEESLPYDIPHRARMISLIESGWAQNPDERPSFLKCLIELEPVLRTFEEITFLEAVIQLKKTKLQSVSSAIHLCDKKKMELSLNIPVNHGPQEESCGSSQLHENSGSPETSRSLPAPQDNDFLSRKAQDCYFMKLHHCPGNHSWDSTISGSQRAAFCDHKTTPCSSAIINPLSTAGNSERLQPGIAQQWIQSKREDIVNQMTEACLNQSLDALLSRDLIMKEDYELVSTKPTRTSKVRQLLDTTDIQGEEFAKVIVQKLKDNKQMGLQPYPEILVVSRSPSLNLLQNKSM
The depositor's hits bear a star; . = not tested or not shown. A portion of the library; the hit share may differ from the screen's.

SMILES	ABHD5-PLIN5 inh	N-glyco inh	H9c2 protect	SRC2 inh	TLR9-MyD88 inh	ABCB6 inh 2	MC4R antag cAMP	m5-HT2A agonist	MC4R barr agon	NOD2-RIPK2 inh
C#CCOCCOCCOCCNc1nc(N2CCN(C(=O)[C@H](C)n3cc(CCC(=O)O)nn3)CC2)nc(N2CCN(C(=O)[C@H](CCCCN)n3cc(CCCC)nn3)CC2)n1	13	-1	-2	15	-7	103	6	3	0.1	4
CN(C)CCNC(=O)Nc1ccc(Cl)c(Cl)c1	1	1	-11	3	-1	96	1	-6	-0.4	-5
COc1ccc([C@@H]2C[C@@H](c3ccccc3)Oc3cc(OC)c(OC)c(OC)c32)cc1	-11	-7	-6	3	-1	96	2	-4	-2.1	0
CC(C)(C)OC(=O)N[C@@H](C(=O)OC(C)(C)C)c1ccccc1	1	0	-6	5	7	92	9	1	0.2	-4
CCOc1cc(-c2nnc(NC(=O)c3ccco3)o2)cc(OCC)c1OCC	-7	2	16	-18	7	99	1	-1	-1.4	7
O=C(CC1C(=O)NCCN1C(=O)Nc1ccc(C(F)(F)F)cc1)Nc1ccc(F)cc1 (configuration not stated)	4	7	-2	-3	5	97	1	-4	-2.0	-6
COc1cccc(NC(=O)Cn2c(CCC(=O)O)ccc2-c2ccccc2)c1	11	-2	0	-4	-4	100	6	2	-1.1	-2
Cc1nc(-c2ccc(Cl)cc2)sc1C1(C)CC(c2cccc(F)c2)=NO1 (configuration not stated)	-5	1	-13	-19	3	94	3	-2	-1.4	-7
C(=C\c1ccccc1)/C=N/Nc1nc(N2CCCCC2)nc(N2CCCCC2)n1	-1	9	26	5	6	96	0	0	4.6	13
c1ccc(OCCN2C3=NCCN3c3ccccc32)cc1	6	-1	8	-15	-5	100	2	-6	-0.6	-6
O=C(NC(=S)Nc1nc(-c2ccccc2)cs1)c1cncc(Br)c1	-2	2	-14	-29	2	91	5	3	22*	4
Cc1ccc(S(=O)(=O)CCC(=O)NC2CCCCC2)cc1	5	-1	-8	-16	-7	96	1	-6	-1.0	-8
COc1ccc(NC(=O)COc2cccnc2[N+](=O)[O-])cc1OC	7	-1	8	15	13	98	12	5	-2.6	-5
NC(=O)c1ccc[n+](CCC[n+]2cccc(C(N)=O)c2)c1	4	3	-2	-13	-7	93	17	1	2.5	-2
O=C(Nc1ccccc1C(=O)Nc1ccccn1)c1ccc([N+](=O)[O-])cc1	1	0	7	-18	-8	99	7	-1	-0.6	-1
Cc1cccc(C)c1NC(=O)CS(=O)CC(=O)NC1CCN(Cc2ccccc2)CC1 (configuration not stated)	0	-1	-6	-1	5	92	1	1	-0.7	6
CCCC(=O)N(c1ccc(F)cc1)C1C=CS(=O)(=O)C1 (configuration not stated)	0	2	-3	2	19	105	4	1	0.0	-2
O=C(c1cc(-c2ccccc2)on1)N1CCN(c2ccccc2)CC1	2	1	-4	12	-7	106	6	8	-0.8	-4
CCCCn1c(N)c(N(CC(C)C)C(=O)c2ccc(N3C(=O)CCC3=O)cc2)c(=O)[nH]c1=O	3	2	-1	18	3	101	2	0	-2.5	-12
COc1ccccc1NC(=O)N1CCCC(c2nc3c(nnn3Cc3ccc(C)cc3)c(=O)[nH]2)C1 (configuration not stated)	10	5	3	.	-5	102	12	-7	-2.9	-7
O=C(COc1ccc(C(=O)NCC2CCCO2)cc1)Nc1cccc(C(F)(F)F)c1 (configuration not stated)	-2	-2	-7	6	-1	103	15	-4	0.5	-12
Cc1cccc(C(=O)NCc2nnc(SCC(=O)NC(C)c3ccccc3)n2C)c1 (configuration not stated)	1	2	-3	-1	-5	99	2	0	-0.5	7
CCN1C(=O)c2ccc(C(=O)NCc3ccco3)cc2C1=O	7	0	6	22	-2	104	12	2	2.8	-6
COc1ccc(C(OC(=O)c2ccco2)C(=O)NC2CCCCC2)cc1 (configuration not stated)	-2	0	0	-5	-3	104	6	0	-2.1	0

Six neighbouring records out of the list so far, quoted:
SMILES	ABHD5-PLIN5 inh	N-glyco inh	H9c2 protect	SRC2 inh	TLR9-MyD88 inh	ABCB6 inh 2	MC4R antag cAMP	m5-HT2A agonist	MC4R barr agon	NOD2-RIPK2 inh
C#CCOCCOCCOCCNc1nc(N2CCN(C(=O)[C@H](C)n3cc(CCC(=O)O)nn3)CC2)nc(N2CCN(C(=O)[C@H](CCCCN)n3cc(CCCC)nn3)CC2)n1	13	-1	-2	15	-7	103	6	3	0.1	4
CN(C)CCNC(=O)Nc1ccc(Cl)c(Cl)c1	1	1	-11	3	-1	96	1	-6	-0.4	-5
COc1ccc([C@@H]2C[C@@H](c3ccccc3)Oc3cc(OC)c(OC)c(OC)c32)cc1	-11	-7	-6	3	-1	96	2	-4	-2.1	0
CC(C)(C)OC(=O)N[C@@H](C(=O)OC(C)(C)C)c1ccccc1	1	0	-6	5	7	92	9	1	0.2	-4
CCOc1cc(-c2nnc(NC(=O)c3ccco3)o2)cc(OCC)c1OCC	-7	2	16	-18	7	99	1	-1	-1.4	7
O=C(CC1C(=O)NCCN1C(=O)Nc1ccc(C(F)(F)F)cc1)Nc1ccc(F)cc1 (configuration not stated)	4	7	-2	-3	5	97	1	-4	-2.0	-6

(more compounds)
SMILES	ABHD5-PLIN5 inh	N-glyco inh	H9c2 protect	SRC2 inh	TLR9-MyD88 inh	ABCB6 inh 2	MC4R antag cAMP	m5-HT2A agonist	MC4R barr agon	NOD2-RIPK2 inh
CCOCCCNC(=O)C1CCCN1C(=O)Nc1ccccc1[N+](=O)[O-] (configuration not stated)	2	2	-2	-5	1	91	-1	5	0.1	-6
Cc1[nH]c2ccccc2c1C(=O)CSc1nccc(=O)[nH]1	-6	0	-7	-6	0	89	5	0	-1.4	-2
CCOc1ccc(CCNC(=O)c2nn(C)c3c2CS(=O)(=O)c2ccccc2-3)cc1OCC	7	-3	18	1	-11	105	8	3	-1.5	-2
Cc1ccc(C(=O)NCC(=O)OCC(=O)Nc2cc(S(=O)(=O)N3CCOCC3)ccc2Cl)s1	-5	1	-3	19	3	99	9	10	-0.7	-3
COc1ccccc1-n1cnnc1SCC(=O)NC1CCS(=O)(=O)C1 (configuration not stated)	-6	0	3	-12	-10	96	7	2	1.3	6
Cc1cccc(C(=O)NC(C(=O)Nc2ccccc2N2CCOCC2)C(C)C)c1 (configuration not stated)	0	-2	1	-16	-10	97	6	-2	-0.9	-4
Cc1cc(C)cc(NC(=S)NCCSc2ccc(Cl)cc2)c1	-9	-1	-10	3	2	102	-5	-6	1.7	9
COc1ccc2cc3c(N)nn(C(=O)c4cccc([N+](=O)[O-])c4)c3nc2c1	2	-9	8	3	-2	96	14	1	2.6	8
COc1cc(NC(=O)Cn2cnc(S(=O)(=O)N3CCCC3)c2)cc(OC)c1OC	-3	0	1	-29	-7	100	10	-9	-0.2	12
COc1ccc(OC)c(S(=O)(=O)NCC(c2cccs2)N2CCc3ccccc3C2)c1 (configuration not stated)	-9	-2	-3	-14	-18	96	6	-5	-2.2	-12
Clc1ccc(-c2nnc(-c3ccccc3)c(N3CCSCC3)n2)cc1	-9	0	6	-17	6	96	5	-8	-3.9	-2
CC1CC(C)CN(CCCNC(=O)CCC(=O)N2CC(C)Oc3ccccc32)C1 (configuration not stated)	3	-1	-2	-21	1	100	4	7	1.1	6
O=C(Nc1ccccc1-c1nc2ccccc2s1)c1cccnc1Cl	-2	4	2	-10	-4	106	-2	-3	5.8	-1
CNc1nc(-c2cccc(C(=O)N(C)C)c2)cn2ccnc12	-2	2	-1	18	.	98	6	0	-0.2	-15
CCCn1cnc2cc(NCc3cccs3)ccc21	-9	-2	-7	-52	5	98	3	-3	-1.7	1
COc1cc(CO)ccc1Oc1nnnn1-c1ccc(C(N)=O)cc1	0	-2	-2	-10	3	93	0	3	-1.5	-12
Cc1c(C(=O)N2CC(C)OC(C)C2)sc2nc(-c3ccc(F)cc3)cn12 (configuration not stated)	-3	4	0	-25	-4	96	4	-1	-0.8	-3
COC(=O)C1(C(=O)OC)C[C@H](c2ccc(OC)cc2)N(Cc2ccccc2OC)[C@@H]1c1ccc(OC)cc1	1	.	.	29	.	.	.	-5	.	-3
CCOC(=O)c1cnc2c(C(F)(F)F)cccc2c1N1CCOCC1	3	1	6	-19	-2	87	4	-5	-1.1	-4
Cc1nc2ccccc2nc1OCc1ccccc1	6	-1	-11	-15	7	95	-7	3	1.4	-5
CCNCCOC(c1ccccc1)c1ccccc1	1	-10	0	-24	-7	83	5	-8	-2.6	0
COc1ccc(C(=O)Nc2ccc(NC(=O)C3CC3)nc2)cc1	0	-3	2	0	1	164	1	2	0.4	-1
COc1ccc(-c2nc(Cn3c(SCc4cccc(F)c4)nc4ccncc43)c(C)o2)cc1OC	7	-3	0	-4	-11	101	10	-7	-2.1	-5
Cc1ccc(Nc2nc(N)nc(CSC(=S)N3CCOCC3)n2)c(C)c1	3	7	-3	-11	-4	97	2	2	-2.1	-5
CCc1ccc(-c2nc(SCC(=O)N3CCOCC3)n[nH]2)cc1	-9	2	-15	-24	-25	99	12	9	0.8	2
CC1(C)C(=O)Nc2ccccc2N1C(=O)COc1ccc(C#N)cc1	0	-2	15	13	-13	101	4	-4	-1.9	1
OCCN(CCO)CC(O)CN1c2ccccc2Sc2ccccc21 (configuration not stated)	2	-2	2	.	9	99	5	-9	-2.3	-1

Three compounds picked at random from those above:
SMILES	ABHD5-PLIN5 inh	N-glyco inh	H9c2 protect	SRC2 inh	TLR9-MyD88 inh	ABCB6 inh 2	MC4R antag cAMP	m5-HT2A agonist	MC4R barr agon	NOD2-RIPK2 inh
Cc1ccc(Nc2nc(N)nc(CSC(=S)N3CCOCC3)n2)c(C)c1	3	7	-3	-11	-4	97	2	2	-2.1	-5
Cc1c(C(=O)N2CC(C)OC(C)C2)sc2nc(-c3ccc(F)cc3)cn12 (configuration not stated)	-3	4	0	-25	-4	96	4	-1	-0.8	-3
CC1(C)C(=O)Nc2ccccc2N1C(=O)COc1ccc(C#N)cc1	0	-2	15	13	-13	101	4	-4	-1.9	1

Screens deposited in PubChem BioAssay by several laboratories.
